Screening data from PubChem.
rCAG binder: r(CAG) repeat RNA binding; TO-PRO-1 dye displacement fluorescence; inhibition, % at 3 µM; AID 651821; actives 1.3% (n = 370,000);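 active = inhibition above the plate cutoff, the mean of all test compounds on that plate plus 3 SD, cut at about 35% in these data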;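 note: 0% = DMSO alone and 100% = 100 µM mitoxantrone as full dye displacement; higher means more dye released from RNA so lower well fluorescence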
ABHD4 inh: ABHD4 (mouse) inhibition, primary FP screen | Q8VD66 | purified mABHD4, FP-Rh probe fluorescence polarization | inhibition, % at 8.92 µM | AID 720543 | actives 0.54% (n = 370,000);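 active = inhibition exceeding the mean over every tested compound plus 3 SD, cut at about 30% in these data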;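 note: 0% = plate median of compound wells and 100% = S159A mutant with DMSO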
Target sequence (Q8VD66 whole entry, looked up): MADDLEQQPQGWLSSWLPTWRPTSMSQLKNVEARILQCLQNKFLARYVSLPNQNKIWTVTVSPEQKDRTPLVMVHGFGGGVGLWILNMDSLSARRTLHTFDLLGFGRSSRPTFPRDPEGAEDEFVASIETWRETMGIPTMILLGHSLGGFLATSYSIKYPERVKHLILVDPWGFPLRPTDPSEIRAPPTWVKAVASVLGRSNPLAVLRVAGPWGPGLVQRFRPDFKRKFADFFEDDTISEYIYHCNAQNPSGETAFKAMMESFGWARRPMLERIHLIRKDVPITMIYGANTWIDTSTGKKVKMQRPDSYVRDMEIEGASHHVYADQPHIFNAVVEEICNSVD
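system = mouse ABHD4 enzyme, wild type | medium = HEPES pH 7.0, NaCl, Pluronic buffer | also added = FP-Rh probe | incubation = Enzyme–compound pre-incubation 45 min, then probe 60 min, both 25 °C | technique = fluorescence polarization, excitation 525 nm, emission 598 nm, BODIPY TMR filters | controls = S159A mutant high control, sample median low control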
LEDGF integ inh: blocks HIV-1 LEDGF/p75-dependent DNA integration | TR-FRET IN-LEDGF/p75 DNA integration, Eu/Cy5 | inhibition, % at 3.7 µM | actives 0.64% (n = 370,000) | AID 743269;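 active = inhibition above the screen-wide mean plus 3 SD, cut at about 13% in these data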;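 note: signal is the Cy5 over europium emission ratio at 671 and 618 nm; 0% = plate median of compound wells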
HTRA1 inh: inhibitors of human serine peptidase HTRA1. actives 0.5% (n = 340,000). inhibition, % at 5.96 µM. recombinant HTRA1, FP-rhodamine activity-based probe, fluorescence polarization. AID 504803. Q92743; in the data active = inhibition above about 36%;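 note: 0% = enzyme with DMSO and 100% = wells lacking enzyme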
MBD2 DNA inh: MBD2-methylated oligo binding inhibition. Q9UBB5. TR-FRET, MBD2 binding to methylated oligonucleotide. inhibition, % at 4.4 µM. actives 0.31% (n = 370,000). AID 686964; in the data active = inhibition above about 13%
Target sequence (Q9UBB5 whole entry, looked up): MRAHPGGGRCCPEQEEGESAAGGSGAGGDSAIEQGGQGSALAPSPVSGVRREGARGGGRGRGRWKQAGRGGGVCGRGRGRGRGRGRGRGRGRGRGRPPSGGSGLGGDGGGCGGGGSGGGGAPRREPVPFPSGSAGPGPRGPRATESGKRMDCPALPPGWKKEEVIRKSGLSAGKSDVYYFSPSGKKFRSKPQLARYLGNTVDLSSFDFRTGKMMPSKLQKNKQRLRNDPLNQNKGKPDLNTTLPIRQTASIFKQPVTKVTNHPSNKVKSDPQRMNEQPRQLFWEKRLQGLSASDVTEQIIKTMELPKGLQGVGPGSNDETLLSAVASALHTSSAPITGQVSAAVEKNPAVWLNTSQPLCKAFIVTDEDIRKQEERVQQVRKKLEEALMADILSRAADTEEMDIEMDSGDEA
PG9 Ab binder: PG9 antibody binding by small molecule; TR-FRET gp120-PG9 antibody binding; AID 624416; inhibition, % at 6.7 µM; actives 0.43% (n = 360,000); in the data active = inhibition above about 8.5%
TCR-CD3 inh: human TCR-CD3 binding inhibition; TAMRA-labeled TCR probe fluorescence, biochemical; inhibition, % at 9.4 µM; actives 0.37% (n = 360,000); in the data active = inhibition above about 19%;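 note: recombinant mutant TCR 2C K166C tagged with TAMRA read by polarization; 0% = receptor in buffer alone and 100% = receptor with positive control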
UHRF1 MBD2 ctr: UHRF1 methyl-DNA binding inhibition; AID 687016; actives 0.75% (n = 370,000); inhibition, % at 4.4 µM; UHRF1 binding to methylated oligo, TR-FRET; Q96T88; in the data active = inhibition above about 21%;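 note: UHRF1 SRA domain binding a hemimethylated CpG hairpin DNA probe; 0% = median of test compound wells and 100% = reference inhibitor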
PRMT1 FP inh: blocks human protein arginine methyltransferase 1. Q99873. recombinant PRMT1, activity-based probe fluorescence polarization. inhibition, % at 2.79 µM. actives 1.3% (n = 370,000). AID 652257;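 active = inhibition above about 21% made by adding two undisclosed values, limit read from the data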
Rev-erbA mod: modulators of human Rev-erb alpha DNA binding; actives 0.79% (n = 370,000); activity, % at 10 µM; AID 1259318; Rev-erbα–FITC-DNA binding, fluorescence polarization, 90 min; P20393;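 active = activity above about 14%, limit read from the data; passing the limit was not always enough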;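 note: 0% = DMSO wells with 35 nM protein and 100% = DMSO wells with 750 nM protein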
The depositor's hits bear a star; nt = no result given. Only part of the results is shown; rates above refer to the full screens.

Abbreviations: A = rCAG binder; B = ABHD4 inh; C = LEDGF integ inh; D = HTRA1 inh; E = MBD2 DNA inh; F = PG9 Ab binder; G = TCR-CD3 inh; H = UHRF1 MBD2 ctr; I = PRMT1 FP inh; J = Rev-erbA mod
Cc1nc(CNS(=O)(=O)c2cccs2)cs1
  A: -4	B: -3	C: -1	D: 2	E: 2	F: -1.0	G: 4	H: 9	I: -2	J: -4

CC(=O)Nc1c(-c2ccccc2)c2cc(Br)ccc2[nH]c1=O
  A: 0	B: 0	C: 4	D: 5	E: -3	F: -1.6	G: 0	H: -2	I: 2	J: 1

O=C(Nc1ccc(-c2ccccc2)cc1)c1ccco1
  A: -3	B: 2	C: -2	D: 2	E: 0	F: 1.2	G: -8	H: 0	I: 4	J: 3

CCCCN1C(=O)C(C)=C(C)C1OCCc1ccc(OC)c(OC)c1 (stereo unspecified)
  A: -10	B: 0	C: -1	D: -3	E: -2	F: -0.2	G: -6	H: 0	I: 3	J: -9

Cc1sc2ncnc(N=Nc3c(O)[nH]c4ccccc34)c2c1C
  A: 4	B: -2	C: 0	D: -5	E: -1	F: -3.1	G: 10	H: 0	I: 0	J: -20

Cc1c(NC(=S)NC(=O)c2ccco2)cccc1-c1nc2ncccc2o1
  A: 0	B: 3	C: -1	D: -2	E: 1	F: 0.5	G: -2	H: -3	I: -4	J: 1

CC(C)(C)C(C(=O)NC1CCCC1)N1CCN(c2ncccc2C#N)CC1 (stereo unspecified)
  A: 1	B: -6	C: 6	D: nt	E: -1	F: 0.8	G: 5	H: -2	I: 5	J: -1

CCSc1nnc(NC(=O)C2CCCCC2C(=O)O)s1 (stereo unspecified)
  A: 0	B: 7	C: 2	D: 1	E: 1	F: 1.0	G: 4	H: -5	I: -2	J: -6

CCOc1ccccc1NC(=O)Cn1c(-c2ccc(Cl)cc2)noc1=O
  A: 5	B: -11	C: 4	D: -8	E: 1	F: 1.9	G: -2	H: 5	I: -6	J: 1

O=C(Cc1cccs1)N/N=C\c1ccccc1
  A: 2	B: 3	C: 1	D: nt	E: -6	F: nt	G: nt	H: -4	I: -3	J: -2

CC(C)Oc1ccc(S(=O)(=O)N2CCOCC2)cc1NC(=O)C1CCC1
  A: -4	B: 7	C: -2	D: 2	E: -2	F: -0.1	G: 1	H: 0	I: 6	J: -4

Cc1ccc(C(=O)NC(=S)NCC2CCCO2)cc1[N+](=O)[O-] (stereo unspecified)
  A: -4	B: -5	C: 0	D: 0	E: -5	F: 0.0	G: 3	H: 2	I: 0	J: 3

Cc1ccc(NC(=O)Cc2nnc(SCC(=O)Nc3nncs3)n2C)cc1
  A: 0	B: 0	C: 2	D: 3	E: -2	F: 0.3	G: 6	H: 0	I: -6	J: 3

CCCCN1C(=O)C(CC(=O)NCc2ccco2)CC(C(=O)N2CCOCC2)=C1C (stereo unspecified)
  A: 0	B: 9	C: -11	D: 6	E: 4	F: 0.0	G: 6	H: 3	I: 0	J: -5

CC(C)=CC(=O)Nc1nnc(-c2cccnc2)s1
  A: -3	B: -4	C: 1	D: 4	E: 4	F: -0.1	G: -5	H: -1	I: 2	J: 2

CCOc1cc(/C=C2\SC(N3CCCC(C)C3)=NC2=O)ccc1O (stereo unspecified)
  A: 3	B: -1	C: 3	D: 4	E: -6	F: -7.9	G: -2	H: -2	I: -5	J: 1

OCC(C#CCN1CCCCC1)NCc1ccccc1 (stereo unspecified)
  A: -2	B: -3	C: 4	D: 2	E: 3	F: -1.2	G: -1	H: 4	I: 0	J: -1

O=C(CCc1nnc(COc2ccccc2)o1)NC1(c2ccccc2)CC1
  A: -4	B: 0	C: 0	D: 2	E: -2	F: -2.0	G: 7	H: 5	I: 1	J: 10

CCCOc1ccc(C(=O)c2ccccc2C(=O)OC2CCOC2=O)cc1OCCC (stereo unspecified)
  A: 0	B: 1	C: -7	D: 1	E: -2	F: 0.1	G: -5	H: -1	I: -3	J: -5

COc1ccc(-c2cc3nc(CCl)[nH]c(=O)c3s2)cc1
  A: 9	B: 9	C: 8	D: -6	E: -5	F: 1.4	G: -2	H: -2	I: 1	J: -1

NC(Cc1ccc(C(F)(F)F)cc1)c1csc(NC(=O)NCCc2ccccc2)n1 (stereo unspecified)
  A: 13	B: -7	C: 6	D: nt	E: 10	F: 1.7	G: 1	H: 3	I: 4	J: 5

O=C(CSc1ncnc2scc(-c3ccc(Cl)cc3)c12)Nc1ccccc1-c1ccccc1
  A: 9	B: 0	C: 0	D: nt	E: -7	F: nt	G: nt	H: 0	I: 6	J: 5

CCOc1ccccc1NCc1cc(=O)oc2cc(C)ccc12
  A: 2	B: 4	C: 0	D: 1	E: 2	F: -1.2	G: 1	H: 15	I: -4	J: 1

COc1ccc(C2CC(c3ccccc3)=NN2C(=O)COC(=O)COc2ccccc2)cc1 (stereo unspecified)
  A: 2	B: -13	C: -3	D: -34	E: 0	F: -0.6	G: 4	H: 0	I: 2	J: -5

CCN(CC)c1ccc(/C=N/NC(=O)c2nnn(-c3nonc3N)c2-c2ccc(C)cc2)cc1
  A: 9	B: 1	C: 1	D: 1	E: -4	F: 2.8	G: -2	H: -1	I: -2	J: 2

O=C(NCCSCc1ccc(Cl)cc1)c1cccs1
  A: -2	B: -2	C: 4	D: -15	E: -1	F: -3.0	G: 4	H: 3	I: -2	J: 4

CC(C(=O)Nc1cccnc1)C1Sc2ccccc2NC1=O (stereo unspecified)
  A: -2	B: 6	C: -2	D: 2	E: 78*	F: -1.5	G: 0	H: -1	I: 0	J: 4

O=C(COc1ccccc1-c1ccccc1)NCCN1C(=O)S/C(=C\c2cccnc2)C1=O
  A: 2	B: -9	C: -2	D: -6	E: 0	F: -0.7	G: -2	H: 2	I: 1	J: -4

Cc1cccc(S(=O)(=O)NCCNS(=O)(=O)c2cccc(C)c2)c1
  A: 11	B: -7	C: -2	D: -9	E: 1	F: -3.1	G: -2	H: 6	I: 2	J: -2

Cc1cc(Br)ccc1SCC(=O)OCC(=O)NCc1ccco1
  A: 6	B: 0	C: 6	D: -4	E: 6	F: -1.1	G: 7	H: 16	I: 1	J: -11

CC1CCC(NC(=O)C2CC(=O)N(c3ccc(Cl)cc3)C2)CC1 (stereo unspecified)
  A: -5	B: 3	C: -8	D: 2	E: 5	F: -1.8	G: -1	H: 1	I: 2	J: 3

CSc1nc(C)cc(-n2ccc(=O)[nH]c2=O)n1
  A: 3	B: -6	C: 4	D: 6	E: 2	F: 2.3	G: -8	H: 6	I: 3	J: 2

O=S(=O)(c1ccc(F)cc1)N1CCC(n2cnc3ccccc32)CC1
  A: 0	B: -8	C: -3	D: -1	E: -2	F: -2.7	G: 4	H: 0	I: -5	J: -2

COc1ccc(S(=O)(=O)NCCc2ccccc2)cc1
  A: -3	B: 6	C: 2	D: -8	E: 2	F: 0.0	G: -1	H: 2	I: 1	J: -2

COc1ccc(C(=O)n2c(-c3ccco3)nc3ccccc32)cc1
  A: -2	B: -13	C: -2	D: 28	E: -3	F: -0.2	G: -3	H: -4	I: 7	J: -2

Cc1cc(C)c2c(N)c(C(=O)c3ccccc3Cl)sc2n1
  A: -2	B: -7	C: 0	D: -3	E: -1	F: 0.5	G: 7	H: 0	I: -3	J: 2

COc1ccc2oc(=O)c(-c3csc(Nc4ccc(O)cc4)n3)cc2c1
  A: 30	B: 2	C: 0	D: 8	E: 0	F: -2.0	G: -10	H: -1	I: 3	J: 6

O=C1Nc2ncccc2OC1CCO (stereo unspecified)
  A: 2	B: 5	C: 0	D: 6	E: 4	F: -0.2	G: -3	H: 0	I: -2	J: 0

O=C(Nc1cccc(O)c1)c1noc2c1CCCCC2
  A: -3	B: 1	C: -3	D: -8	E: 1	F: -0.4	G: -5	H: -1	I: 1	J: -3

Cc1ccc(S(=O)(=O)/N=C(/c2ccccc2)N2CCOCC2)c(C)c1
  A: -3	B: 2	C: -4	D: nt	E: 1	F: -1.7	G: 0	H: -2	I: 1	J: 2

CC(C)CNC(=S)N(CCCN(C)C)Cc1cc2cc3c(cc2[nH]c1=O)OCCO3
  A: -1	B: 15	C: 1	D: 1	E: 6	F: -1.1	G: -4	H: 1	I: -1	J: 3

Cc1ccc(/C=C/C(=O)Nc2cc(S(N)(=O)=O)ccc2O)cc1
  A: 12	B: -8	C: 2	D: -9	E: 2	F: -0.2	G: 0	H: -2	I: 0	J: 1

O=C(O)CCCCCN1C(=O)/C(=C\c2ccncc2)SC1=S
  A: 3	B: -7	C: -2	D: 6	E: -6	F: 1.2	G: 0	H: 2	I: 1	J: -6

Cc1n[nH]c(C)c1SCC(=O)Nc1ccc(F)cc1
  A: -1	B: 4	C: 0	D: 3	E: -1	F: -1.0	G: 5	H: 0	I: -1	J: -1

COc1ccc(/C=N/NC(=O)c2cc[n+]([O-])cc2)cc1
  A: 2	B: -1	C: -3	D: -1	E: 1	F: -0.4	G: 4	H: -2	I: 6	J: -7

3 entries from above, field by field:
structure: O=C(Nc1cccc(O)c1)c1noc2c1CCCCC2
  rCAG binder = -3; ABHD4 inh = 1; LEDGF integ inh = -3; HTRA1 inh = -8; MBD2 DNA inh = 1; PG9 Ab binder = -0.4; TCR-CD3 inh = -5; UHRF1 MBD2 ctr = -1; PRMT1 FP inh = 1; Rev-erbA mod = -3

structure: Cc1ccc(S(=O)(=O)/N=C(/c2ccccc2)N2CCOCC2)c(C)c1
  rCAG binder = -3; ABHD4 inh = 2; LEDGF integ inh = -4; HTRA1 inh = nt; MBD2 DNA inh = 1; PG9 Ab binder = -1.7; TCR-CD3 inh = 0; UHRF1 MBD2 ctr = -2; PRMT1 FP inh = 1; Rev-erbA mod = 2

structure: COc1ccc(/C=N/NC(=O)c2cc[n+]([O-])cc2)cc1
  rCAG binder = 2; ABHD4 inh = -1; LEDGF integ inh = -3; HTRA1 inh = -1; MBD2 DNA inh = 1; PG9 Ab binder = -0.4; TCR-CD3 inh = 4; UHRF1 MBD2 ctr = -2; PRMT1 FP inh = 6; Rev-erbA mod = -7

The list goes on.
Abbreviations: A = rCAG binder; B = ABHD4 inh; C = LEDGF integ inh; D = HTRA1 inh; E = MBD2 DNA inh; F = PG9 Ab binder; G = TCR-CD3 inh; H = UHRF1 MBD2 ctr; I = PRMT1 FP inh; J = Rev-erbA mod
CCOC(=O)N(C)c1c(CC)nc2c(OCc3ccccc3C(=O)OC)cccn12
  A: -2	B: -9	C: -3	D: nt	E: -7	F: 4.4	G: 1	H: -2	I: 3	J: -5

CCOC(=O)N1CCN(C(=O)c2cc(S(=O)(=O)N3CCc4ccccc43)ccc2OC)CC1
  A: -4	B: 3	C: 2	D: 5	E: 3	F: -2.5	G: 1	H: 1	I: -2	J: 1

Cc1ccc(S(=O)(=O)N2[C@@H](c3cccc4ccccc34)C(C(=O)O)=C[C@H]2C(C)(C)C)cc1
  A: 51*	B: 4	C: 6	D: -18	E: -1	F: 1.9	G: -4	H: -1	I: 0	J: 1

O=C(NC1CCCCCC1)C(=S)N1CCOCC1
  A: -3	B: 1	C: 0	D: 1	E: 6	F: -1.6	G: 2	H: -1	I: 6	J: 2
